Assay outcomes as filed in PubChem BioAssay.
GRP78 ERSR act – qHTS for Inducers of the Endoplasmic Reticulum Stress Response (ERSR) in Human Glioma: qHTS; U87-MG GRP78 promoter luciferase reporter, 16 h; Potency, µM, for the others: at the highest dose activation, most hits filed as activators; actives 0.02% (n = 420,000); AID 602332, 2012; also: series mostly up to about 76 µM; % of control where 0% means no effect; nearly all actives have a fitted effect of over 35% in size
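ERSR induction read as luciferase luminescence (Bright-Glo, 10 min at room temperature) in stably transfected human U87-MG glioma cells exposed to compounds for 16 h, using GRP78 as sensor.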
Vif-A3G inh – qHTS for Inhibitors of Vif-A3G Interactions: qHTS; HeLa A3G-eYFP + Vif (tagged APOBEC3G with the HIV-1 protein that degrades it), YFP fluorescence, overnight; Potency, µM (doses to about 46.1 µM), inactives show at the top dose activity, negative = active, actives largely listed as inhibitors; actives 0.076% (n = 410,000);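 also: % is scaled to controls: 0 for no effect and ±100 for the full control effect; nearly all actives have a fitted effect of over 60% in size; hits raise eYFP signal because A3G escapes Vif-driven loss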
Target sequence (Q9HC16 whole entry, looked up): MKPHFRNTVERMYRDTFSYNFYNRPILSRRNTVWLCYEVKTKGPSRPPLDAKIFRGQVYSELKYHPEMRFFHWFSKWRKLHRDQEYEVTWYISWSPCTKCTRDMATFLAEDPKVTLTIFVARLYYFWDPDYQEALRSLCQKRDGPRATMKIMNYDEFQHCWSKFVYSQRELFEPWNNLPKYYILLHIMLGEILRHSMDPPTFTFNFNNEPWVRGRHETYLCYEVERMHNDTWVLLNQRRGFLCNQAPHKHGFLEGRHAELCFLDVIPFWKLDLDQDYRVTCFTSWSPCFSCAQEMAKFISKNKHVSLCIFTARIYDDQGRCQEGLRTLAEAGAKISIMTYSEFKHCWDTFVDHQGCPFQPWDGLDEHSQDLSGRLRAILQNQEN
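Read-out is eYFP fluorescence (Ex 488/Em 500-530) from Vif-expressing HeLa A3G-eYFP cells; more signal means A3G escaped Vif-mediated degradation. Cells plated overnight, compound pinned in, incubated overnight at 37 deg C.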
Vif-A3F inh – qHTS for Inhibitors of Vif-A3F Interactions: qHTS | HeLa A3F-eYFP + Vif (tagged APOBEC3F with the HIV-1 protein that degrades it), YFP fluorescence increase | Potency, µM (top dose mostly 46.1 µM), for the others: top-dose activity, negative = active | actives 0.2% (n = 390,000); also: % of control where 0% means no effect; nearly all actives have a fitted effect of over 65% in size
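Fluorescence increase (Ex 488/Em 500-530) after overnight compound treatment at 37 deg C flags inhibition of Vif-driven A3F-eYFP loss in stable HeLa A3F-eYFP/Vif cells seeded overnight beforehand.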
Starred values were filed as active, the others as inactive; ? = inconclusive; & = joins results of further samples. Calls follow the shape of the dose curve; as a rule, active = well fitted curve in the direction sought with a large enough effect; inconclusive = small, poorly fitted or top-dose-only effect, or another doubt; inactive = no such curve, though single readings can be large; an effect the other way counts as inactive or inconclusive. Potency is read from the fitted curve at half-maximal effect. These rows are one share of the data; the hit share may differ from the screen's.

SMILES	GRP78 ERSR act	Vif-A3G inh	Vif-A3F inh
CN(CCc1ccccc1)C(=O)c1cccc(NC(=O)Cc2cccc([N+](=O)[O-])c2)c1	-6.1%	1.3%	-4.3%
Cc1ccc([C@H]2C(C(=O)O)=CC[C@@H](c3ccc(C(C)C)cc3)N2S(=O)(=O)c2ccc(C)cc2)cc1	1.6%	-8.7%	-22.4%
CC(=O)OC1[C@H](Oc2c(O)c(C)c3c4c2[C@@H](C)CC[C@@H]4[C@@H](C)C[C@@H]3C=C(C)C)OC[C@@H](O)[C@@H]1O (stereo partly specified)	4.1%	-0.7%	3.4%
CCN1C(=O)[C@H]2[C@@H](c3ccc(-c4ccc(Cl)c(Cl)c4)c(OC)c3)N3CCCC[C@@]3(C(=O)OC)[C@H]2C1=O	-5.8%	-1.2%	-0.5%
CCN(CC)C(=O)[C@H]1CC(CC(=O)NCCN2CCOCC2)C(=O)N2CCc3c([nH]c4ccc(OC)cc34)[C@]12C (stereo partly specified)	2.7%	1.2%	5.4%
CCN(C[C@H]1N[C@@](CC)(C(=O)OC)[C@H]2C(=O)N(C)C(=O)[C@@H]12)S(=O)(=O)c1ccc(-c2ccccc2)cc1	2.3%	-0.5%	0.9%
O=S1(=O)c2ccc(Br)cc2OC(COCc2ccccc2)CN1Cc1ccccc1 (stereo unspecified)	-3.0%	2.0%	4.2%
Cc1ccc(Cn2c(C(C)Nc3nc(-c4ccc(F)cc4)cs3)nc3cc(Cl)c(Cl)cc32)cc1 (stereo unspecified)	-0.2%	-7.3%	-26.4%
O=C(Nc1cccc(C(=O)N2CCCC2)c1)C1CCC1	-2.2%	1.0%	2.0%
CCC1Oc2ccc(C)cc2N(CC(=O)NCCc2ccc(OC)c(OC)c2)C1=O (stereo unspecified)	-4.0%	-0.3%	4.3%
O=C(N[C@@H](Cc1ccc(O)cc1)C(=O)O)c1ccncc1	-3.9%	-0.2%	-0.2%
COC(=O)c1c(-c2ccsc2)sc2ccc(-c3cc(OC)c(OC)c(OC)c3)cc12	-2.6%	-8.5%	-0.4%
C#CCOCCOCCOCCNc1nc(N2CCN(C(=O)[C@H](CC(N)=O)n3cc([C@@H](N)CC(N)=O)nn3)CC2)nc(N2CCN(C(=O)[C@H](CC(N)=O)n3cc([C@@H](N)CC(N)=O)nn3)CC2)n1	-2.7%	0.5%	-0.1%
CC(=O)OCC(=O)C1(O)CCC2C3CCC4=CC(=O)CCC4(C)C3C(O)CC21C (stereo unspecified)	-2.8%&-1.7%	-1.6%	1.2%
CC1CCN(c2ccccc2NC(=S)NC(=O)c2ccco2)CC1	-2.9%	1.0%	?
O=C(COCc1ccccc1)N[C@@H]1c2ccccc2CC[C@H]1OCc1ccccc1	2.1%	-5.2%	1.8%
CC(C)(C)OC(=O)N1CCCC(C(=O)Nc2ccc(C(=O)NCCc3ccccc3)cc2)C1 (stereo unspecified)	-1.2%	-0.1%	-0.7%
COc1ccc(C2CC(c3cccc(F)c3)=NN2c2ccc(S(N)(=O)=O)cc2)cc1 (stereo unspecified)	3.4%	-9.3%	-5.4%
CC(=O)c1ccc(-c2[nH]c3ccccc3c2CCN2C(=O)c3ccccc3C2=O)cc1	-2.3%	-1.0%	8.7%
CSc1nc(N)nc2c1ncn2CC(=O)NCC1CCCO1 (stereo unspecified)	-2.0%	1.1%	-3.2%
COc1cc(OC)cc(-c2c(-c3cccs3)c3cc(-c4cnc(N)nc4)ccc3n2C)c1	-11.9%	?	-14.0%
CCCC[C@@H]1C=C(C(=O)O)[C@H](c2ccc(Cl)c(Cl)c2)N1S(=O)(=O)c1ccc(C)cc1	5.1%	-11.7%	-0.2%
C=C1CCN([C@@H](CC(C)C)C(=O)Nc2ccc(OC)cc2)S(=O)(=O)c2ccccc21	-2.6%	-7.1%	0.8%
COc1ccc(CCNC(=O)CSCc2ccc(C)cc2)cc1OC	-3.7%	5.6%	1.6%
COc1ccc(C2=Nn3c(nnc3-c3ccccc3Cl)SC2)cc1OC1CCCC1	-4.2%	-0.3%	-0.3%
COc1c(O)cccc1[C@H](O)C1CCN(CCc2ccc(F)cc2)CC1	-3.4%	5.0%	-9.4%
CN(C)C(=O)CCc1ccc2c3c([nH]c2c1)[C@]1(CCC2CCCC2)[C@@H](C(=O)N2CCOCC2)C[C@H](CC(=O)NCCc2ccccn2)C(=O)N1CC3	1.7%	-3.4%	-0.5%
C=CCNC(=O)c1ccc2c3n(nc2c1)-c1ccc(Cl)cc1CO3	-0.9%	-0.2%	0.6%
CCCCNc1c(-c2ccc(Sc3ccc(OC)cc3)cc2)nc2cc(C)ccn12	11.7%	2.5%	-0.7%
CC(C)(C)OC(=O)N[C@@H](Cc1ccccc1)C(=O)N[C@@H](CO)[C@H](O)[C@@H]1C[C@@H]1C(=O)NC1CCCCC1	-3.6%	-1.9%	-1.1%
O=C(NCc1ccc(OC(F)(F)F)cc1)c1ccc2c(c1)S(=O)(=O)c1ccccc1C2=O	-6.8%	4.4%	4.2%
COC1OC2COC(c3ccccc3)OC2C(O)C1NC(C)=O (stereo unspecified)	-1.5%	1.5%	2.5%
C=CC[C@@H](CC(=O)N[C@@H](CO)Cc1ccccc1)C(=O)N[C@@H](C)COC(=O)[C@@H](CC=C)Cc1ccc(F)cc1	-2.6%	0.6%	0.5%
COC(=O)C1CC2=C(CCCC2=O)N(c2ccccc2)C1=O (stereo unspecified)	-1.2%	5.7%	1.6%
COc1ccc(S(=O)(=O)Nc2cccc3c2O[C@H](CN(C)Cc2ccc(Cl)c(Cl)c2)[C@@H](C)CN([C@H](C)CO)C3=O)cc1	-3.2%	-7.9%	4.8%
O=C(Nc1ccc(C(=O)N2CCOCC2)cc1)C1CCCC1	-1.4%	-0.6%	-4.4%
CCOC(=O)C1Nc2c(cc(C(F)(F)F)cc2[N+](=O)[O-])C2c3ccccc3CC12 (stereo unspecified)	-4.5%	-12.1%	-5.1%
CC(C)(C)OC(=O)N1O[C@H]2C[C@@H]1[C@@H]1[C@@H]2N=NN1C12CC3CC(CC(C3)C1)C2	-2.9%	1.6%	?
O=C1CC2(CCCCCC2)Oc2ccccc21	-4.2%	-4.1%	3.2%
C/C(=C\C1CCCCC1)C(NC(=O)c1ccc(C(F)(F)F)cc1)c1ccc(-c2ccccc2)cc1 (stereo unspecified)	-2.7%	3.8%	-2.4%
C[C@@H]1COC(=O)[C@H](Cc2ccc(F)cc2)C/C=C\C[C@@H](CC(=O)NCCO)C(=O)N1	-4.4%	1.8%	0.2%
Cc1ccc2c(c1)[C@H]1[C@H](CO2)[C@H](c2ccccc2)[C@]2(C)C(=O)Nc3ccccc3C(=O)N12	5.9%	-24.7%	0.3%
O=c1cc(-c2ccc(O)cc2)oc2c(-c3c(O)cc(O)c4c(=O)cc(-c5ccc(O)cc5)oc34)c(O)cc(O)c12	-1.9%	3.5%	-6.3%
O=S(=O)(c1cccc2ccccc12)N1CCC2CC1c1cc(-c3ccc(F)cc3)ccc12 (stereo unspecified)	-3.1%	3.8%	0.1%
CC1(C)c2[nH]c3ccccc3c2C[C@H]2C(=O)N(Cc3ccccc3)C(=O)N21	-4.6%	4.2%	-0.4%
CC(C)C[C@H]1CNC(=S)N1CC1CCN(CCCCc2ccccc2)CC1	-1.8%	0.0%	5.2%
O=C1c2cc(Br)ccc2OC2C=CC=CC12 (stereo unspecified)	2.5%	-3.3%	-0.1%
COC(=O)[C@]1(C)N[C@H](CN(C)C(=O)NC(C)C)[C@@H]2C(=O)N(Cc3ccccc3)C(=O)[C@@H]21	-2.6%	-0.4%	11.2%

Complete entries, looked up by structure:
Profile of Cc1ccc2c(c1)[C@H]1[C@H](CO2)[C@H](c2ccccc2)[C@]2(C)C(=O)Nc3ccccc3C(=O)N12 → GRP78 ERSR act: 5.9%; Vif-A3G inh: -24.7%; Vif-A3F inh: 0.3%
Profile of C=C1CCN([C@@H](CC(C)C)C(=O)Nc2ccc(OC)cc2)S(=O)(=O)c2ccccc21 → GRP78 ERSR act: -2.6%; Vif-A3G inh: -7.1%; Vif-A3F inh: 0.8%

New compounds follow
SMILES	GRP78 ERSR act	Vif-A3G inh	Vif-A3F inh
COc1ccc(-c2c(C#Cc3ccsc3)c3cc(-c4ccc(CN5CCOCC5)cc4)ccc3n2C)cc1	-2.7%	0.5%	-6.4%
CC(C)N(C(=O)[C@H]1C[C@H](CC(=O)NCCCN(C)C)C(=O)N2CCc3c([nH]c4cc(-c5ccco5)ccc34)[C@]12C)C(C)C	-5.1%	0.5%	?
CCOC(=O)C(CCSC)Nc1nc(Cl)nc(Nc2ccc(Cl)cc2)n1 (stereo unspecified)	8.3%	0.3%	7.3%
O=C(Nc1ccn(CCCNCCN2CCOCC2)c(=O)n1)OCc1ccccc1	-2.4%	-1.5%	1.5%
C=CCOC(=O)C1=C[C@H](c2csc3ccccc23)C[C@H](OCc2ccc(CO)cc2)O1	-0.7%	-1.4%	4.9%
C[C@H](CO)N1C[C@H](C)[C@@H](CN(C)C(=O)Nc2ccccc2)Oc2c(NS(=O)(=O)c3cn(C)cn3)cccc2C1=O	-4.8%	0.6%	0.6%
COc1ccc2[nH]c3c(c2c1)CCN1C(=O)C(CC(=O)NCCc2ccccn2)C[C@H](C(=O)N2CCCCC2)[C@@]31C (stereo partly specified)	-2.0%	2.5%	5.3%
CC[C@]12c3[nH]c4ccccc4c3CCN1C(=O)C(CC(=O)NC/C=C(\C)CCC=C(C)C)C[C@@H]2C(=O)N1CCN(C(=O)C2CC2)CC1 (stereo partly specified)	-1.1%	-3.1%	-4.6%
CC(=O)N1CCc2c(sc(NC(=O)c3ccc(S(=O)(=O)N(C)C)cc3)c2C#N)C1	?	-0.1%	-2.6%
CCN1C(=O)[C@H]2[C@@H](c3ccc(-c4ccc(OC)cc4)c(OC)c3)N[C@@](CC(C)C)(C(=O)OC)[C@H]2C1=O	1.3%	-2.4%	-3.0%
O=[N+]([O-])c1cccc(COc2cccc(CN3CCOCC3)c2)c1	-0.1%	2.8%	7.6%
COc1ccc2nc(-c3ccccc3)[nH]c(=O)c2c1	5.6%	0.2%	7.0%
CC[C@]12c3[nH]c4ccc(OC)cc4c3CCN1C(=O)C(CC(=O)NCCCn1ccnc1)C[C@@H]2C(=O)N1CCN(C(=O)C2CC2)CC1 (stereo partly specified)	-3.5%	-0.5%	-0.9%
Cc1ccccc1CNC(=O)c1cc2ccccc2o1	3.6%	-4.5%	-1.3%
C[C@H](CO)N1C[C@H](C)[C@@H](CN(C)Cc2ccc(Oc3ccccc3)cc2)Oc2ccc(NC(=O)Cn3cnnn3)cc2C1=O	-3.4%	0.2%	0.3%
COc1ccc(CN(CCC(C)C)S(=O)(=O)c2ccccc2Br)cc1	-2.1%	2.8%	8.0%
COC(=O)CCCNC(=O)CCc1nnc(-c2ccc(-c3ccccc3)cc2)o1	-9.2%	-3.5%	-3.2%
Cc1ccc([C@@H]2CC=C(C(=O)O)[C@H](c3ccccc3)N2S(=O)(=O)c2ccccc2C)cc1	-0.4%	0.8%	5.6%
CC[C@]12C(=O)N(C)C[C@H]([C@@H]3C(=O)N(C)C(=O)[C@@H]31)N2C(=O)c1ccccc1	-1.0%	5.5%	1.3%
CCOC(=O)C1=CNS(=O)(=O)NC1c1ccc(C(=O)OC)cc1 (stereo unspecified)	-4.1%	-1.5%	-2.7%
CCOC(=O)C1=CN(CC)CCC1=O	-2.0%	-3.5%	-4.4%
CN(CCc1ccccc1)C(=O)c1ccc(NC(=O)Cc2ccc(NC(=O)C3CCCN(C(=O)c4ccccc4)C3)cc2)cc1 (stereo unspecified)	-3.8%	-8.4%	1.0%
COc1cccc2sc3cc(NCc4ccc(C)o4)ccc3c(=O)c12	1.1%	-7.0%	14.4%
COc1ccccc1-c1nnc2n1N=C(c1ccc(OC(F)F)c(OCC3CC3)c1)CS2	-2.9%	-21.5%	-0.5%
Nc1nonc1-n1nnc(C(=O)N/N=C/c2cccc(F)c2)c1CN1CCCCCC1	-1.3%	0.4%	-0.5%
[C-]#[N+][C@H](O[C@@H]1O[C@H](CO)[C@@H](O)[C@H](O)[C@H]1O)c1ccccc1	-1.7%	2.1%	0.4%
CN(C(=O)c1cccc(NC(=O)Cc2ccc(NC(=O)C3CCCN(C(=O)C4CC4)C3)cc2)c1)C1CCC1 (stereo unspecified)	-0.7%	4.8%	-5.8%

No new results follow: an excerpt of the list.
SMILES	GRP78 ERSR act	Vif-A3G inh	Vif-A3F inh
[C-]#[N+][C@H](O[C@@H]1O[C@H](CO)[C@@H](O)[C@H](O)[C@H]1O)c1ccccc1	-1.7%	2.1%	0.4%
CN(C(=O)c1cccc(NC(=O)Cc2ccc(NC(=O)C3CCCN(C(=O)C4CC4)C3)cc2)c1)C1CCC1 (stereo unspecified)	-0.7%	4.8%	-5.8%
